Source: PubChem (National Center for Advancing Translational Sciences (NCATS))
Mito fusion yeast – inhibitors of mitochondrial division or activators of mitochondrial fusion. 320,000 compounds, 0.23% hits. AID 485298. Potency, µM (highest dose often 46.1 µM), without a hit: at the top dose growth rescue (activation), actives largely listed as activators. S. cerevisiae fusion-defective mutant growth rescue, CellTiterGlo 48 h;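 also: potency is read from the fitted curve at half-maximal effect; % of control where 0% means no effect; nearly all actives have a fitted effect of over 45% in size; temperature-sensitive fusion mutants such as fzo1-1 at 37 °C on non-fermentable ethanol glycerol medium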
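S. cerevisiae fusion-defective temperature-sensitive mutants (e.g. fzo1-1, mgm1-5) grown 48 h at 37C in YPEG (ethanol/glycerol non-fermentable) medium with 23 nl compound per well; growth rescue read as CellTiterGlo luminescence.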
Eya2 phos inh – inhibitors of human Eya2 phosphatase activity | Potency, µM (doses to about 76.9 µM), without a hit: top-dose activity, negative = inhibition, hits mostly inhibitors | recombinant Eya2, OMFP fluorescence dephosphorylation (OMFP is methylfluorescein phosphate) | 330,000 compounds, 0.006% hits | O00167; also: potency is read from the fitted curve at half-maximal effect; % is scaled to controls: 0 for no effect and ±100 for the full control effect
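Eya2 (0.2 uM) preincubated 10 min at ambient with compound, then OMFP substrate added at 50 uM; 10 min reaction in 50 mM HEPES pH 7.5, 50 mM NaCl, 5 uM MgCl2, 0.05% BSA, 1 mM DTT. Fluorescence read at Ex 485/Em 525 nm.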
TRPV1 ag – human TRPV1 agonism; Q8NER1; TRPV1-expressing cells, Fluo-8 calcium influx, agonist mode; activation, % at 8.33 µM; 320,000 compounds, 0.19% hits; AID 540275; in the data active = activation above about 80%; inconclusive = between about 30% and that limit; also: 0% is about no effect
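Fluo-8 calcium influx in TRPV1-expressing cells, kinetic read (ex 480/em 520 nm). Compound added and read 3 min for agonist activity, followed by capsaicin at EC20 final and 2 min further read for enhancement.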
A-T KAP1 phos – potential ataxia-telangiectasia treatment; […] A-T fibroblasts, KAP-1 phosphorylation AlphaLISA; neocarzinostatin DNA damage 30 min before lysis; Potency, µM (doses to about 57.5 µM), without a hit: top-dose activation, most hits filed as activators; 320,000 compounds, 0.19% hits; AID 485349; also: potency is read from the fitted curve at half-maximal effect; % of control where 0% means no effect; nearly all actives have a fitted effect of over 45% in size
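hTERT-immortalized A-T patient fibroblasts ([…]), 500 cells/well in OPTI-MEM, 1% FBS, got compounds for 60 min, then NCS for 30 min at 37C. Lysates were then assayed for phospho-KAP-1 by AlphaLISA (anti-pKAP1 donor, anti-KAP1 acceptor beads), 6 hr at 25C.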
KCNH2 WT inh – KCNH2 (human, wildtype) channel inhibition. U2OS, BacMam KCNH2, thallium flux FluxOr; active compounds read low. activity change, % at 1.84 µM. 340,000 compounds, 0.37% hits;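 active = maximum activity change below -70%; inconclusive = maximum activity change between -70% and -50%; inactive = maximum activity change above -50%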; also: % is scaled to controls: 0 for no effect and ±100 for the full control effect
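U2OS cells were transduced with wild-type KCNH2 virus (2.03 x 10^8 / mL) for 4 h at room temperature, then cultured overnight at 37 C. Thallium flux was read with FluxOr dye. Rate constants were normalized to DMSO controls.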
USP2a block – inhibitors of human ubiquitin-specific protease USP2a; O75604; USP2 core, Ub-CHOP2 coupled fluorogenic reporter, 485/531; Potency, µM (series often up to 38.3 µM), for the others: at the highest dose activity change, negative = inhibition, most hits filed as inhibitors; 330,000 compounds, 0.01% hits;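 also: potency is read from the fitted curve at half-maximal effect; plate controls were DMSO wells for no effect and full inhibition by NEM control for full effect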
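USP2 core (10nM final) preincubated 30min RT with compound in 20mM Tris-HCl pH 8.0, 2mM CaCl2, 2mM beta-mercaptoethanol, 0.05% CHAPS; 25nM Ub-CHOP2 plus 25nM reporter substrate added, fluorescence (Ex485/Em531) read after 60min.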
TSHR antagonist – blocks TSH signaling through the human TSH receptor; activity change, negative = inhibition, % at 11.5 µM; 330,000 compounds, 0.2% hits; TSHR-expressing cells, TSH-stimulated cAMP HTRF, 2 h; active compounds read low; AID 504810; P16473;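 active = activity change below a set negative limit, meaning inhibition stronger than a set level, cut at about -70% in these data; inconclusive = activity change between two set negative limits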; also: % is scaled to controls: 0 for no effect and ±100 for the full control effect
Target sequence (P16473 whole entry, looked up): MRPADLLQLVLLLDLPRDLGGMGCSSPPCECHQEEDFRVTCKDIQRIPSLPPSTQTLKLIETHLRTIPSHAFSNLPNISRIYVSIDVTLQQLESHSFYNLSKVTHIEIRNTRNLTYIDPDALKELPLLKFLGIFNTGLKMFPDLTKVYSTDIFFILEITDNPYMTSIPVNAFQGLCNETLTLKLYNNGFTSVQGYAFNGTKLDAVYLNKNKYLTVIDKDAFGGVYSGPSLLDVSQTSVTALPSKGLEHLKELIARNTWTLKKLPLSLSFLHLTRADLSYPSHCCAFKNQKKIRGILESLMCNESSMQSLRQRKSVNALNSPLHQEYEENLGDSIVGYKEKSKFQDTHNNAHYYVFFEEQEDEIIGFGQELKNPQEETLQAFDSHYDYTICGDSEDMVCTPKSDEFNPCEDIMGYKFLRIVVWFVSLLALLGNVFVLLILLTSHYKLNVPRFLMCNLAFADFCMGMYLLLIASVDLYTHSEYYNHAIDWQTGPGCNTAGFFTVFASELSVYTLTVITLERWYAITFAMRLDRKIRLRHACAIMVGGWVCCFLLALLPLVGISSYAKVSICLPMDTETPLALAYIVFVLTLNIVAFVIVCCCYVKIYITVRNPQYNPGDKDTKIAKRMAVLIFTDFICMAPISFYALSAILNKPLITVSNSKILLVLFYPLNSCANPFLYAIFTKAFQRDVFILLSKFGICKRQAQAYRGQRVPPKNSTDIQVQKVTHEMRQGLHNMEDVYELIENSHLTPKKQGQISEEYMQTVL
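Read-out is FRET at 665 nm (cryptate excitation 337 nm) from a cryptate-tagged anti-cAMP antibody, competed by cell cAMP against cAMP-d2. Compounds are tested on freshly harvested TSHR cells challenged with 4nM TSH (EC80) for 2 hours at 37 deg C.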
ELG1 repair inh – inhibitors of ELG1-dependent DNA repair in HEK293T cells; HEK293T ELG1-luciferase reporter, luminescence, 16 h; DNA damage induced by 5-fluorouridine; Potency, µM (series often up to 46.1 µM), for inactives: at the top dose activity change, negative = inhibition, usual class: inhibitors; 330,000 compounds, 2.3% hits; also: potency is read from the fitted curve at half-maximal effect; % is scaled to controls: 0 for no effect and ±100 for the full control effect; nearly all actives have a fitted effect of over 55% in size
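In this reporter screen, reduction of luminescence relative to DMSO vehicle indicated activity. Compounds and 5-fluorouridine were added together to 2,000 cells per well, incubated for 16 hr at 37 °C, then developed with ONE-Glo.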
KCNH2 3.1 block – blocks the human KCNH2 3.1 channel isoform | U2OS KCNH2 3.1, thallium flux FluxOr; active compounds read low | activity change, % (tested at about 1.8 µM) | 340,000 compounds, 0.95% hits;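 active = maximum activity change below -70%; inconclusive = maximum activity change from -70% to -50%; inactive = maximum activity change above -50%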;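 also: thallium influx rate constant from kinetic fluorescence after stimulation buffer; % is scaled to controls: 0 for no effect and ±100 for the full control effect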
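We transduce U2OS cells with the mutant 3.1 virus, culture them overnight, load FluxOr with Red40 quencher for 45 min, then add stimulation buffer and read kinetically for 2 min to derive a normalized rate constant.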
TCR activator – activates T cell receptor signaling. Potency, µM (top dose mostly 9.22 µM), for the others: at the top dose activation of IL-2 secretion, hits mostly activators. 330,000 tested, under 10 active. primary human leukocytes, anti-CD3, IL-2 HTRF, 48 h; also: % of control where 0% means no effect
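Primary human leukocytes receive a-CD3 beads and test compound and are incubated 48 hr. Secreted IL-2 is then assayed by HTRF, measuring 665nm acceptor emission after 320nm excitation of the europium donor.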
The depositor's hits bear a star; u = inconclusive; x = no result given; & = joins results of further samples; [ ] = another dose, or the depositor's remark. Unless noted, calls follow the shape of the dose curve; as a rule, active = well fitted curve in the direction sought with a large enough effect; inconclusive = small, poorly fitted or top-dose-only effect, or another doubt; inactive = no such curve, though single readings can be large; an effect the other way counts as inactive or inconclusive.

SMILES	Mito fusion yeast	Eya2 phos inh	TRPV1 ag	A-T KAP1 phos	KCNH2 WT inh	USP2a block	TSHR antagonist	ELG1 repair inh	KCNH2 3.1 block	TCR activator
COc1ccc2nc3oc(C(=O)N4CCN(c5cccc(C(F)(F)F)c5)CC4)cc3cc2c1	2%	-7%	2	-2%	-9	0%	-1	u	8	2%
N/C(=N\OS(=O)(=O)c1ccc(Cl)cc1)c1ccccn1	13%	8%	1	0%	-3	12%	-4	u	8	-1%
COC(=O)c1nn(-c2ccc(Cl)cc2)c(=O)cc1Sc1ccccn1	0%	8%	u	1%	3	4%	3	-2%	13	-7%
COCCCNC(=O)CNC(=S)N(Cc1cc(OC)c(OC)c(OC)c1)C1CCCC1	-3%	-1%	-3	9%	-6	4%	6	-19%	-34	1%[46.1 µM]
C=CCc1ccc(OCCOCCN(C)C)c(OC)c1	4%	-12%	0	x	2	1%	2	-2%	5	-6%
O=C(CCc1nnc(Cc2cccc(C(F)(F)F)c2)o1)NC1CC1	-2%	0%	3	1%	-1	2%	-10	u	-16	1%
COc1cc(C(=O)N2CCCN(c3nc4cc(C)ccc4cc3C#N)CC2)cc(OC)c1OC	4%	-12%	u	4%	-5	-2%	-4	u	0	-4%
O=[N+]([O-])c1ccc(Cl)c(CN2CCCCCC2)c1	-2%	u	2	9%	18	3%	-3	1%	8	x
S=c1[nH]ccn1-c1ccccc1Cl	-4%&-2%	u	3&1	2%&-1%	-5	1%&1%	-6&-7	-4%&4%	-11	2%
Cc1ccc2[nH]cc(CCNC(=O)c3ccc4c(c3)OCO4)c2c1	-3%	-2%	16	15%	3	0%	-7	-2%	-7	4%
CC[C@]12c3[nH]c4ccccc4c3CCN1C(=O)C(CC(=O)NCCc1ccccn1)C[C@@H]2C(=O)N1CCN(C(=O)C2CC2)CC1 (some centres undefined)	x	6%	x	-5%	1	0%	5	u	-1	3%
CCOC(=O)c1noc(C)c1C(=O)Nc1nc(C)cc(C)n1	-2%	6%	2	2%	0	-7%	-6	1%	25	11%
Cc1cc(N/C=C\c2nnnn2-c2ccccc2)no1	1%	-2%	5	-1%	-3	3%	5	u	-1	6%[46.1 µM]
CNC(=O)c1c(NC(=O)CS(=O)(=O)c2ccc(F)cc2)sc(C)c1C	10%	6%	0	1%	1	0%	-4	-13%	5	-10%
O=C1c2oc3ccccc3c(=O)c2C(c2cccc(O)c2)N1c1ccccn1 (centres undefined)	-1%	3%	4	-3%	7	1%	-4	u	-15	-2%
O=C(O)CCCC(=O)Nc1cccc([N+](=O)[O-])c1	-12%	8%	-7	7%	1	0%	23	8%	7	2%
CC(=O)Nc1ccc(NC(=O)Cn2c(=O)n(-c3ccccc3)c(=O)c3oc4ccccc4c32)cc1	3%	-3%	0	0%	-2	-2%	-2	u	8	2%
CCc1cc2c(=O)c(-c3nc4ccccc4n3C)c(COCC(=O)O)oc2cc1OC(=O)C(C)(C)C	1%	-16%	1	9%	-4	3%	-8	-11%	2	-3%
Cc1ccc(S(=O)(=O)NCCCn2ccnc2)cc1C(=O)NC(C)C	3%	-1%	2	5%	0	0%	-1	2%	1	-6%
COc1ccccc1NC(=O)Cn1c(C)cc(=O)c2cccc(OC)c21	-8%	6%	u	-10%	-5	5%	-17	u	-24	2%
CCOCCN(C(=O)c1ccccc1Cl)c1cccc(C)c1C	5%	2%	6	-3%	-7	-1%	-10	10%	12	-7%
NC(=O)c1cc(S(=O)(=O)Nc2ccc(OC(F)(F)F)cc2)cs1	14%	-1%	3	0%	-6	-5%	-3	-8%	-12	-18%
O=C(CCCN1C(=O)c2ccccc2C1=O)NCCc1ccc(OC(F)F)cc1	16%	-8%	-2	1%	0	6%	4	7%	-19	-1%
Cc1cc(/C=N/NC(=O)C(=O)NCc2ccccn2)c(C)n1-c1ccccc1	3%	-6%	0	-10%	1	3%	22	u	11	5%[46.1 µM]
Cc1ccc(CNC(=O)Cn2nnc(C(=O)Nc3cccc(C)c3C)c2N)cc1	-3%	-3%	2	-1%	8	7%	-6	29%	1	2%

Some of these compounds in order of molar mass, lowest first.
SMILES	Mito fusion yeast	Eya2 phos inh	TRPV1 ag	A-T KAP1 phos	KCNH2 WT inh	USP2a block	TSHR antagonist	ELG1 repair inh	KCNH2 3.1 block	TCR activator
O=C(CCc1nnc(Cc2cccc(C(F)(F)F)c2)o1)NC1CC1	-2%	0%	3	1%	-1	2%	-10	u	-16	1%
Cc1ccc(S(=O)(=O)NCCCn2ccnc2)cc1C(=O)NC(C)C	3%	-1%	2	5%	0	0%	-1	2%	1	-6%
COc1ccc2nc3oc(C(=O)N4CCN(c5cccc(C(F)(F)F)c5)CC4)cc3cc2c1	2%	-7%	2	-2%	-9	0%	-1	u	8	2%

Following part
SMILES	Mito fusion yeast	Eya2 phos inh	TRPV1 ag	A-T KAP1 phos	KCNH2 WT inh	USP2a block	TSHR antagonist	ELG1 repair inh	KCNH2 3.1 block	TCR activator
CCc1ccc(CNC(=O)CCCn2c(=O)c3cccn3c3cccnc32)cc1	11µM*	1%	-2	10%	0	-1%	-15	2%	-7	4%
Cc1cccc(C)c1NC(=O)c1cnn(-c2ccccc2)c1C	1%	-3%	18	-11%	-15	0%	8	0%	-2	-4%
COc1cccc(CNc2ccc(F)c([N+](=O)[O-])c2)c1O	9%	-9%	-5	0%	4	1%	-3	7%	11	0%
Cc1cccc(OCC(O)CN2C(C)(C)CC(O)CC2(C)C)c1 (centres undefined)	-9%	x	1	x	16	x	x	x	-4	2%
CCN(CC)c1nc2nonc2nc1N(CC)CC	-12%	-24%	6	0%	3	2%	0	12%	-11	3%
CCOC(=O)Cc1nnn(CC(=O)OCC)n1	3%	16%	x	u	-1	1%	2	10%	6	-4%
COc1ccc(CCNC(=O)COC(=O)c2ccc(F)c(S(=O)(=O)N3CCOCC3)c2)cc1	-1%	25%	1	0%	-2	-1%	13	-5%	2	4%
CCCNC(=O)CN1C(=O)NC(c2ccccc2)(c2ccccc2)C1=O	-7%	-18%	-1	1%	-3	-3%	-12	5%	13	-4%
Clc1ccc(-c2nc3nc4ccccc4nc3n2Cc2ccco2)cc1	18%	-7%	19	7%	2	1%	0	u	-10	-4%
COC(=O)C(C)(C)ONC(=O)Nc1ccc(Br)cc1	1%	4%	30	6%	6	-2%	13	u	-4	1%[46.1 µM]
CC(C)CC(C)c1cc(N)nc2nc3ccccc3n12 (centres undefined)	-6%	5%	9	3%	15	1%	-13	0%	-10	-7%
CCCNC(=S)NC1CC2CCC(C1)N2Cc1ccccc1 (centres undefined)	-4%	6%	-3	-2%	10	2%	3	6%	13	-3%
O=S(=O)(NCCN1CCOCC1)c1ccc(-c2ccc(S(=O)(=O)NCCN3CCOCC3)cc2)cc1	6%	-17%	0	-7%	-9	-2%	-4	1%	9	9%
NC(=S)N/N=C1\CC(n2nnnc2-c2ccccc2Cl)C2COC1O2 (centres undefined)	4%	-10%	-3	-2%	0	2%	-2	11%	-11	-2%
COc1ccc(NC(=S)NC(=O)/C=C/c2ccco2)c(OC)c1	-17%	-13%	12	-12%	-2	0%	-22	-30%	-4	-3%
CCc1ccc(N(CC(=O)Nc2nc3ccc(C)cc3s2)S(=O)(=O)c2c(C)noc2C)cc1	-1%	14%	-1	-2%	-5	-4%	-38	-19%	-16	1%
CS(=O)(=O)N(CC(=O)N1CCCC1)c1cccc(F)c1	0%	3%	1	-5%	5	0%	6	6%	-10	-47%
O=c1c2cnn(-c3ccccc3)c2nnn1/N=C/c1cccnc1	-1%	u	-2	0%	-3	3%	21	-3%	-9	4%
COc1ccc(CCNC(=S)NC(=O)c2cccc(Cl)c2)cc1OC	7%	0%	7	-5%	13	1%	-12	u	-8	13%
Oc1ccc(Cl)cc1CNCc1cccc2ccccc12	19%	11%	-2	8%	-16	3%	3	28%	-9	-7%
Cc1cc(C)c(S(=O)(=O)NCC(c2cccnc2)N2CCN(Cc3ccccc3)CC2)c(C)c1 (centres undefined)	-3%	1%	3	-1%	20	-1%	7	15%	-6	1%
Cc1ccc2c(c1)C1CN(C)CCC1N2S(=O)(=O)c1cccc(F)c1 (centres undefined)	-6%	-2%	2	13%	0	0%	-1	10%	14	-6%
O=C(COC(=O)c1cncc(Br)c1)NC1CCCCC1	-1%	-17%	10	-4%	2	2%	4	-6%	-18	-3%
CS(=O)(=O)c1ccc2nc(NC(=O)CN3C(=O)C4CC=CCC4C3=O)sc2c1 (centres undefined)	1%	-6%	1	2%	-2	-1%	3	-8%	-13	5%
Cc1ccc(C(=O)NC2CCN(CC(=O)Nc3c(C)cc(C)cc3C)CC2)cc1	-12%	-1%	0	27%	7	2%	-1	9%	-6	x
CC(C)(C)Nc1nc(Cl)nc(NCCN2CCOCC2)n1	-6%	-4%	-11	18%	3	10%	5	5%	-1	7%
CCONc1ncnc2nonc12	-2%	-19%	-2	6%	-19	4%	0	-15%	x	4%

This is a subset. The share of hits here may be higher or lower than overall.
